# INS-1E GSIS act: primary screen for activators of insulin secretion dependent on glucose, INS-1E cells, GLuc reporter luminescence; INS-1E GLuc reporter insulin secretion, 2-3 h; activation, % at 16.6 µM; 0.61% of 370,000 active; AID 743287;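 active = lowest replicate activation of at least 40%, so every replicate reaches that level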;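 also: 0% = median of neutral control wells and 100% = median of IBMX positive control wells; some compounds called inactive have numbers as strong as hits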
# PAX8 inh HTS: inhibitors of PAX8 transcriptional activity in RMG-I cells; 1.2% of 360,000 active; RMG-I TPO-luciferase reporter, SteadyGlo, 24 h; AID 652154; inhibition, % at 12.6 µM;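 active = mean replicate inhibition at least 60% with every replicate also reaching 60%; inconclusive = only one of the two criteria is met; inactive = mean below 60% and not all replicates reaching 60%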;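 also: luciferase light reporting Pax8 driven TPO promoter activity; plate controls were median of neutral control wells for no effect and mitoxantrone controls for full effect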
# ARNT TACC3 PPI: ARNT/TACC3 interaction disruption. inhibition, % at 9.99 µM. 0.66% of 390,000 active. Q9Y6A5. AlphaScreen His-ARNT PAS-B/GST-TACC3 binding, luminescence; TACC3 fragment carries E629A point mutation;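 active = mean inhibition of replicates at least 50% and at least half of replicates each reaching 50%; inconclusive = half or more replicates reach 50% but mean below 50%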;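 also: 0% = complete ARNT plus TACC3 wells and 100% = ARNT alone without TACC3; many hits fall short of the cut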
# Xi reactivation: reactivates the inactive X chromosome in mouse fibroblasts; activation, % at 7.58 µM; XiGFP mouse fibroblasts, % GFP-positive cells imaging, 3 d; cells co-treated with 5-aza-dC sensitizer; scaled so ellipticine positive control = 100%; AID 743238; 0.055% of 360,000 active;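 active = mean normalized replicate activation at least 10% and every replicate at or above 10%; inconclusive = only one of the two criteria met; inactive = mean below 10% and not all replicates reach 10%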;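 also: 0% = median of on-plate neutral control wells and 100% = ellipticine 6 µM median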
#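 System: SV40-immortalized XiGFP fibroblast cells, line 68-5-11 / Incubation: 3-day compound exposure, then 15 min fixation at room temperature / Compound: single concentration per compound, delivered by pin transfer / Buffer or medium: DMEM plus 5-aza-dC sensitizer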
# ERp5 inh: ERp5 (human) disulfide isomerase inhibition; Q15084; ERp5 insulin aggregation, absorbance 650 nm, 90 min; inhibition, % at 9.99 µM; 0.05% of 350,000 active; AID 651711;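 active = mean replicate inhibition above about 25%, with every replicate also reaching it, limit read from the data, passing the limit was not always enough; inconclusive = only one of those two criteria met; inactive = neither criterion met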
# Target sequence (Q15084 whole entry, looked up): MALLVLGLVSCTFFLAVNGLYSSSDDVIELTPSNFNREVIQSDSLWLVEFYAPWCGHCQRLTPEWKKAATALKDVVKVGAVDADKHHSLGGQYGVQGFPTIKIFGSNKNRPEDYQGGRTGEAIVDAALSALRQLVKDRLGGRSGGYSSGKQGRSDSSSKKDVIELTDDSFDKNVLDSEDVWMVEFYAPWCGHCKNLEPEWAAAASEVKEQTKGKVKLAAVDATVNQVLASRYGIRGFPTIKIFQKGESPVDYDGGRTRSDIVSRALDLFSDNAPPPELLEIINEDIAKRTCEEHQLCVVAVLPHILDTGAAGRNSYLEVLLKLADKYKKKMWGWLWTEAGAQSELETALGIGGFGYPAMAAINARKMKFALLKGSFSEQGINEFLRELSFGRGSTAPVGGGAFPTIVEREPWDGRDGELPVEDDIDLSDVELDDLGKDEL
# F508del corr: CFTR F508del correction in bronchial cells; CFBE cells, YFP halide quenching; stimulated with forskolin plus potentiator P3; % fluorescence drop versus neutral controls; activity (quench increase), % at 7.58 µM; 0.36% of 350,000 active; AID 720511;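 active = mean added fluorescence quench of at least 8% versus neutral control, with both replicates also reaching 8%; inconclusive = only one of the mean or replicate conditions met; inactive = mean below 8% and not both replicates reaching 8%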;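 also: cells transiently co-express mutant CFTR-F508del with the halide-sensitive YFP; corrector assay measuring rescue of mutant channel to the surface after 24 h compound exposure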
# EWS-Fli block: inhibitors of EWS/Fli oncoprotein transcriptional activity | A673 NR0B1-luciferase reporter, viability-normalised | inhibition, % at 12.6 µM | 0.67% of 350,000 active | AID 651661;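 active = mean inhibition of at least 50% after viability correction, with every replicate also passing that limit; inconclusive = mean reaches 50% but only one of two replicates passes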;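 also: firefly luciferase signal divided by Alamar Blue viability fluorescence both relative to DMSO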
# DENV2 CPE: protects cells from dengue virus 2 cytopathic effect | DENV2-infected cells, cytopathic effect rescue, plate reader | CPE inhibition, % at 9.99 µM | 1.7% of 350,000 active | AID 651640; in the data active = CPE inhibition above about 20%, passing the limit was not always enough; inconclusive = no clear call, values can overlap the other calls; tested in BHK-21 cells;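 also: 0% = median of neutral control wells and 100% = median of positive control wells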
# An asterisk follows results filed as active; ? = inconclusive; nt = no result given. An unsorted share of the library, and some 4.2% of all compounds hit somewhere here.
SMILES,INS-1E GSIS act,PAX8 inh HTS,ARNT TACC3 PPI,Xi reactivation,ERp5 inh,F508del corr,EWS-Fli block,DENV2 CPE
C[C@H]1CN([C@@H](C)CO)S(=O)(=O)c2ccc(C3=CCCCC3)cc2O[C@@H]1CN(C)Cc1cccc(C(=O)O)c1,11,0,3,-0.1,11,3.1,6,-5
Cc1cc(C(=O)Nc2ccc3c(c2)C(=O)N(C)[C@H]2CC[C@@H](CC(=O)NCC(F)(F)F)O[C@H]2CO3)no1,2,-3,-12,0.6,5,0.4,3,-8
NC(=O)c1ccsc1NC(=O)COC(=O)/C=C/c1ccccc1,48,8,-2,0.2,8,-0.5,1,-3
C[C@H]1CN([C@@H](C)CO)C(=O)Cc2cc(NS(=O)(=O)c3ccc(F)cc3)ccc2O[C@H]1CN(C)C,-2,3,nt,-0.1,0,0.5,-15,-4
Cc1ccc(C)c(S(=O)(=O)NC2CCS(=O)(=O)C2)c1 (stereo not drawn),-19,-19,6,0.1,0,1.2,0,16
COCC(=O)Nc1ccc2c(c1)C(=O)N(C)[C@H]1CC[C@H](CC(=O)NCCCN(C)C)O[C@H]1CO2,-2,-72,nt,0.0,1,1.9,-23,-2
CC(C)(C)C(=O)N1CCN(c2ccnc3cc(Cl)ccc23)CC1,-5,23,-4,0.0,1,0.7,-10,8
CN1[C@@H]2c3ccc(-c4cccc(F)c4)c(=O)n3C[C@H]1[C@H](CO)[C@H]2C(=O)N1CCOCC1,13,-3,-3,0.2,-6,1.5,-4,2
CC(=O)c1ccc(NC(=O)C2CCN(S(=O)(=O)c3cccc4cccnc34)CC2)cc1,1,14,2,0.0,2,-1.6,-3,5
Cc1noc(C)c1S(=O)(=O)Nc1ccc2c(c1)C(=O)N([C@H](C)CO)C[C@@H](C)[C@@H](CN(C)C(=O)NC1CCCCC1)O2,-2,nt,nt,0.0,-1,1.5,4,0
CCn1c2ccccc2c2cc(/C=C(/C#N)C(N)=S)ccc21,-16,10,-11,0.3,-8,1.1,18,?
COc1cc(Cl)cc(C(c2c(C(=O)O)[nH]c3ccccc23)c2c(C(=O)O)[nH]c3ccccc23)c1O,4,34,2,0.0,-3,-0.2,-4,6
C#CC[N+](C)(C)CCCCCCCC,9,1,-5,0.2,0,-0.3,7,?
COC(=O)C1N2C(=O)[C@@H](NC(=O)COc3ccccc3)[C@H]2SC1(C)C (stereo partly drawn),1,5,-3,0.1,8,2.0,-8,5
CCc1cccc(CC)c1NC(=O)COc1ccccc1C(=O)c1cc(C#N)c(=O)n(C2CCCCC2)c1,2,18,-29,0.0,-2,2.1,17,0
FC(F)(F)c1cc(-c2cccs2)nc2cc(-c3cccs3)nn12,4,30,-1,0.3,2,0.7,6,0
Cc1ccc(S(=O)(=O)NCc2ccc3c(c2)cc(C)n3C)cc1,16,-19,3,-0.1,3,0.5,-1,3
CC(C)N(Cc1ccccc1)C(=O)CN1C(=O)NC2(CCCc3ccccc32)C1=O (stereo not drawn),0,42,0,0.2,-6,-4.4,-5,-4
C[C@H]1CCCCO[C@@H](CN(C)C(=O)Nc2ccc(C(F)(F)F)cc2)[C@@H](C)CN([C@@H](C)CO)C(=O)c2cc(NC(=O)Nc3ccccc3)ccc2O1,7,16,-27,0.0,-6,1.9,-2,15
C[C@@H]1CN([C@@H](C)CO)S(=O)(=O)c2ccc(C#CCN(C)C)cc2O[C@H]1CN(C)CC1CCCC1,11,nt,9,0.1,-1,0.7,22,15

# Some of these compounds in order of their number in INS-1E GSIS act, smallest number first.
smiles,INS-1E GSIS act,ARNT TACC3 PPI,ERp5 inh,F508del corr,DENV2 CPE
CC(C)N(Cc1ccccc1)C(=O)CN1C(=O)NC2(CCCc3ccccc32)C1=O (stereo not drawn),0,0,-6,-4.4,-4
FC(F)(F)c1cc(-c2cccs2)nc2cc(-c3cccs3)nn12,4,-1,2,0.7,0
C#CC[N+](C)(C)CCCCCCCC,9,-5,0,-0.3,?
C[C@@H]1CN([C@@H](C)CO)S(=O)(=O)c2ccc(C#CCN(C)C)cc2O[C@H]1CN(C)CC1CCCC1,11,9,-1,0.7,15

# Continuation:
SMILES,INS-1E GSIS act,PAX8 inh HTS,ARNT TACC3 PPI,Xi reactivation,ERp5 inh,F508del corr,EWS-Fli block,DENV2 CPE
C[C@@H]1CN([C@H](C)CO)C(=O)Cc2cc(NC(=O)Nc3ccc(F)cc3)ccc2O[C@@H]1CN(C)Cc1ccccc1,-18,17,0,0.0,-11,2.4,-1,-5
COc1cccc(C(=O)Nc2ccc(NC(=O)C3CCCCC3)nc2)c1,1,4,-4,nt,6,1.0,-28,-1
CCCNC(=O)N(C)C[C@H]1Oc2ncc(C#C[C@H](C)O)cc2C(=O)N([C@H](C)CO)C[C@@H]1C,9,nt,-9,0.0,3,0.1,-1,7
CN(C)c1ncc([N+](=O)[O-])cc1C(F)(F)F,-4,1,-6,0.1,3,-0.7,7,11
Cc1ccccc1C(=O)N1CCC(C(=O)NC2CCCCCC2)CC1,7,-16,-4,nt,5,2.5,3,-3
CC(C)[Si](OCCCNS(=O)(=O)c1ccc(Br)cc1)(C(C)C)C(C)C,nt,43,-14,nt,1,-2.1,6,-15
O=C(c1ccc(Br)cc1)N1CCC(C(=O)N2CCN(c3ccccc3)CC2)CC1,-9,-18,12,0.1,2,-1.0,6,nt
C[C@@H]1CN([C@H](C)CO)C(=O)c2cc(NC(=O)c3ccccc3)ccc2O[C@@H](C)CCCCO[C@@H]1CN(C)C(=O)Cc1ccccc1,-37,nt,7,-0.1,1,-2.9,15,-4
Cc1nc2ccc([N+](=O)[O-])cc2c(=O)n1Cc1cccc(F)c1,27,-4,-9,0.1,2,0.3,-5,0
CCOc1ccc(C(=O)NC(=S)Nc2ccc(N3CCCCC3)cc2)cc1[N+](=O)[O-],23,-12,-2,0.0,0,0.8,-4,-6
Cc1ccc(Cc2c(-c3ccco3)nc3ccc(C)cn23)cc1,nt,-9,nt,-0.1,1,-1.6,-22,9
O=C(CN1C(=O)/C(=C2/SC(=S)N(CCS(=O)(=O)O)C2=O)c2ccccc21)Nc1cccc(Br)c1,-35,3,-9,0.0,-4,1.9,2,4
COc1ccc(S(=O)(=O)N(C)C[C@H]2Oc3ncc(-c4ccncc4)cc3C(=O)N([C@H](C)CO)C[C@H]2C)cc1,2,nt,-1,-1.0,1,2.1,-2,19
C[C@@H]1CCCCO[C@@H](CN(C)S(=O)(=O)c2ccccc2)[C@H](C)CN([C@H](C)CO)C(=O)c2cc(NC(=O)Nc3ccccc3)ccc2O1,15,26,14,0.3,-3,1.8,10,-2
CC(=O)Nc1cccc(-c2cc(N3CCN(CCO)CC3)n3nccc3n2)c1,-4,0,nt,-0.1,5,-0.8,-5,0
CCCC#Cc1ccc2c(c1)O[C@@H](CN(C)C(=O)Nc1ccc(OC)cc1)[C@@H](C)CN([C@@H](C)CO)S2(=O)=O,-24,nt,1,0.0,10,0.6,12,-4
CO[C@H]1CN(C)C(=O)c2ccc(NC(=O)c3nc4ccccc4s3)cc2OC[C@@H](C)N(Cc2cncnc2)C[C@@H]1C,-19,-13,-3,0.3,6,1.3,-24,14
C[C@H]1CN([C@@H](C)CO)C(=O)c2cc(-c3ccccc3F)cnc2O[C@@H]1CN(C)C,4,nt,6,-0.9,1,-2.2,-5,-8
C/C(=N/Nc1ccc(C)cc1)C1(C)N(O)C(C)(C)C(c2ccco2)=[N+]1[O-] (stereo not drawn),-10,-32,-9,0.2,0,-4.2,-8,13
COc1ccc(/C=N/NC(=O)CNC(=O)C2COc3ccccc3O2)cc1OC (stereo not drawn),-7,6,nt,0.0,2,2.6,10,2

# Molecules from the list above with an aryl methoxy group:
SMILES,INS-1E GSIS act,PAX8 inh HTS,ARNT TACC3 PPI,Xi reactivation,ERp5 inh,F508del corr,EWS-Fli block,DENV2 CPE
COc1cc(Cl)cc(C(c2c(C(=O)O)[nH]c3ccccc23)c2c(C(=O)O)[nH]c3ccccc23)c1O,4,34,2,0.0,-3,-0.2,-4,6
COc1cccc(C(=O)Nc2ccc(NC(=O)C3CCCCC3)nc2)c1,1,4,-4,nt,6,1.0,-28,-1
COc1ccc(S(=O)(=O)N(C)C[C@H]2Oc3ncc(-c4ccncc4)cc3C(=O)N([C@H](C)CO)C[C@H]2C)cc1,2,nt,-1,-1.0,1,2.1,-2,19
CCCC#Cc1ccc2c(c1)O[C@@H](CN(C)C(=O)Nc1ccc(OC)cc1)[C@@H](C)CN([C@@H](C)CO)S2(=O)=O,-24,nt,1,0.0,10,0.6,12,-4
COc1ccc(/C=N/NC(=O)CNC(=O)C2COc3ccccc3O2)cc1OC (stereo not drawn),-7,6,nt,0.0,2,2.6,10,2

# Next records follow.
SMILES,INS-1E GSIS act,PAX8 inh HTS,ARNT TACC3 PPI,Xi reactivation,ERp5 inh,F508del corr,EWS-Fli block,DENV2 CPE
COc1ccc(C(OC(=O)c2ccco2)C(=O)NC(C)(C)C)cc1OC (stereo not drawn),-9,17,-2,0.9,1,2.2,17,-7
CCOc1ccc(NC(=O)c2c(NC(=O)CNCCN3CCOCC3)sc3c2CCC3)cc1,16,12,64*,0.0,3,3.6,nt,-10
CC/C(=N\NC(=O)c1ccc(N2CCCC2=O)cc1)c1ccccc1,-17,-15,4,-0.1,-2,-1.0,-5,6
N#C[C@H]1[C@H](c2ccc(-c3ccccc3)cc2)[C@H](CO)N1C(=O)Cc1ccccc1,2,7,-2,-0.1,0,0.0,6,?
COc1cccc(NC(=O)COC(=O)c2ccccc2F)c1,5,21,-1,0.0,0,2.0,-9,-10
COC(=O)c1c2oc(c1C(=O)OC)C(=O)N[C@@H](Cc1ccccc1)Cn1cc(nn1)CNC(=O)[C@H](Cc1ccccc1)NC(=O)N[C@@H](CO)CC2,nt,16,3,nt,1,2.5,2,5
CCCN1CCN(c2ccc(S(N)(=O)=O)cc2[N+](=O)[O-])CC1,2,-21,-1,0.0,5,0.5,7,-4
CCc1ccc(NC(=O)C(C)n2nc(C)c([N+](=O)[O-])c2C)cc1 (stereo not drawn),16,4,-13,0.1,2,1.6,1,-2
N#C[C@H]1[C@@H](c2ccccc2-c2ccccc2F)[C@@H](CO)N1C(=O)C1CCC1,-12,nt,nt,0.0,-1,0.0,-3,-1
NC(c1csc(Nc2cc(NCc3ccco3)ncn2)n1)c1ccccc1Cl (stereo not drawn),1,9,nt,0.0,-1,-4.2,10,69*
CC(NC(=S)Nc1cccc(C(F)(F)F)c1)C(C)(C)C (stereo not drawn),-52,14,-5,0.1,-5,-0.4,9,14
CCC1(c2ccccc2)NC(=O)N(CC(=O)N(CC(=O)Nc2ccccc2C(F)(F)F)Cc2ccco2)C1=O (stereo not drawn),-13,12,nt,0.2,1,2.6,2,-13
CCC(=O)N1CC2(C1)[C@H](c1ccc(-c3ccc(F)cc3)cc1)[C@H](CO)N2C(=O)CC,-7,9,nt,0.2,0,1.5,13,-7
C[C@H](O)C#Cc1ccc2c(c1)O[C@H](CN(C)CC1CCOCC1)[C@H](C)CN([C@@H](C)CO)S2(=O)=O,7,0,-7,-0.7,1,0.4,-5,-8
COc1ccc(-c2[nH]ncc2CN(Cc2nccn2C)C(C)C)c(F)c1,8,7,nt,0.3,-2,1.0,9,2
CCN1CCN(C(=O)c2ccc(OC)c(S(=O)(=O)Nc3ccc(C)cc3)c2)CC1,0,-2,-3,0.0,6,-0.5,2,-1
CC(NC(=O)/C=C/c1ccc(Br)cc1)c1ccccc1 (stereo not drawn),-10,-18,0,-0.1,nt,nt,nt,nt

# High-throughput results (PubChem BioAssay)
